Source: PubChem (National Center for Advancing Translational Sciences (NCATS))
AmpC inh det = blocks E. coli AmpC beta-lactamase in presence of detergent. P00811. purified AmpC, nitrocefin hydrolysis with detergent. Potency, µM (titrated, usually from 28.7 µM), without a hit: at the top dose activity change, negative = inhibition. 71,000 tested, 0.09% active; active = well fitted curve in the direction sought with a large enough effect
Target sequence (P00811 whole entry, looked up): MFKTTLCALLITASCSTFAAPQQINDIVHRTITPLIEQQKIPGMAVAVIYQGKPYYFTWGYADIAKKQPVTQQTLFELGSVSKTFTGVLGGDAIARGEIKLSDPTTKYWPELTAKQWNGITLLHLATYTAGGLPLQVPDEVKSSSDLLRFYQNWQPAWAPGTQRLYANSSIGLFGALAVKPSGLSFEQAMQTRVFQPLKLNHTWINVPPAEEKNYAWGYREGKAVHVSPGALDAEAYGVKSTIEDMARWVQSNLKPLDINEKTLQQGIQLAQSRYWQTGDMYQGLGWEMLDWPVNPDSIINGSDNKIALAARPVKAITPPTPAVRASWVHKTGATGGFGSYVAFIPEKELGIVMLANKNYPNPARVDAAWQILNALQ
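E. coli AmpC (5.3 nM) in 20 mM phosphate pH 7.0 with 0.01% Triton X-100, preincubated 15 min RT with compound; nitrocefin (2 uL of 800 uM stock) hydrolysis followed by 480 nm absorbance every 20 s over 4 min.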
* marks the source's active call; other numbers are inactive results; & = joins results of further samples; [ ] = another dose, or the depositor's remark. % is set by controls: 0 for no effect and ±100 for the full control effect; potency is the fitted concentration of half-maximal effect.

| mol | AmpC inh det |
| --- | --- |
| COc1cc2c(cc1OC)C(C(=O)N1CCCCC1)C(c1ccccc1F)N(C)C2=O (centres undefined) | -3% |
| O=C(CCCOc1ccc(Cl)cc1)N1CCCCC1 | 4% |
| CC1(C)Cc2nc(N)c(=O)sc2C1 | -1% |
| CC(C)(C)Sc1nc(O)cc(=O)[nH]1 | -2% |
| O=C(CCC1CCCC1)N1CCN(C2CCCC2)CC1 | 9% |
| COc1ccccc1CNc1ncncc1-c1ccc(N(C)C)cc1 | 6% |
| NC(N)=NS(=O)(=O)c1ccc(N)cc1 | 4%[12.8 µM] |
| O=C(c1cc2c(s1)CCCC2)N1CCN(Cc2ccc3c(c2)OCO3)CC1 | 5% |
| Cc1cc(OCc2nn[nH]n2)c2c(-c3ccccc3)cc(=O)oc2c1 | -3% |
| O=C(Cn1cnc2c(oc3ccccc32)c1=O)NCc1ccco1 | 0% |
| Cc1ccccc1Cc1c(C)nc2c(C(=O)N3CCN(Cc4ccc5c(c4)OCO5)CC3)cnn2c1C | 1% |
| CC1CCCCC12NC(=O)N(CC(=O)c1ccc[nH]1)C2=O (centres undefined) | -4% |
| Cc1cccc(-c2nnc3n2N=C(c2ccccc2Br)CS3)c1 | -1% |
| CCCS(=O)(=O)N1CCC(C(=O)NCc2ccco2)CC1 | -1% |
| CCCCCNC(=O)CCn1c(=O)oc2ccccc21 | -2% |
| COCC(=O)N1CCC[C@@]2(CCN(C(=O)Nc3ccccc3)C2)C1 | -2% |
| CCOC(=O)c1ccc(S(=O)(=O)Nc2ccccc2-c2nnn(CC)n2)cc1 | -3% |
| CC(=O)Nc1nnc(Cc2ccccc2)s1 | -6% |
| N=C1C(c2nc3ccccc3s2)=C(O)CN1CCCO | -3% |
| Cc1nnc(SCCn2c(N3CCN(C)CC3)nc3c2c(=O)n(C)c(=O)n3C)s1 | 21% |
| CC1CN=C(Nc2cccc3ccccc23)S1 (centres undefined) | -3% |
| CCOc1ccccc1C1N(c2ccc(F)cc2)C(=O)C2CCCN21 (centres undefined) | -4% |
| COc1ccc(OC)c(S(=O)(=O)N2CCC(C(=O)N3CCc4ccccc4C3)CC2)c1 | 3% |
| COc1ccc(CNc2cc(-c3ccoc3)ncn2)c(OC)c1 | 4% |
| C=CCNC(=O)C1CC(=O)N(c2ccc(C)cc2)C1 (centres undefined) | 9% |
| CSc1nncc(-c2ccc(F)cc2)n1 | 13% |
| CCCCOc1ccc(-c2nnn(C(C)(C)C(=O)OC)n2)cc1 | -3% |
| COCc1nnc(NC(=O)c2ccc(S(=O)(=O)N(C)C3CCCCC3)cc2)o1 | -2% |
| Cc1[nH]nc2c1C(c1ccccc1F)NC2=O (centres undefined) | 4% |
| COc1ccc(-n2c(C)cc(C(=O)COC(=O)Cn3cnc4ccccc43)c2C)cc1 | -2% |

Following part
| mol | AmpC inh det |
| --- | --- |
| CC1(C)CC(=O)C(C=NCc2ccccn2)=C(O)C1 | 3% |
| O=C(Nc1c(C(=O)N2CCCCC2)cnn1-c1ccccc1)c1ccccc1 | 10% |
| O=C(Nc1ccccc1)N(O)c1ccc(Cl)cc1 | -2% |
| CC(C)(C)C1=Nn2c(nnc2-c2n[nH]c3c2CCC3)SC1 | 13% |
| O=C1OCc2cc(NC(=O)C3CCCO3)ccc21 (centres undefined) | -1% |
| O=C(O)c1ccc(NC(=O)C2C3CCC(C3)C2C(=O)O)cc1 (centres undefined) | -2% |
| C[C@]1(C(=O)NCCN2CCOCC2)C=C[C@@H](Cc2ccccc2)N1C(=O)c1ccccc1 | 13% |
| COc1cc(C(=O)N2CCN(C(=O)COc3ccc4ccccc4c3)CC2)cc(OC)c1OC | -1% |
| c1ccc(Cc2nc(-c3ccccn3)no2)cc1 | -1% |
| COC(=O)CN1C(=O)C(O)(CC(=O)c2ccc(Cl)cc2)c2ccccc21 (centres undefined) | 11% |
| CCC1SC2=NCCN2C1(O)c1ccc(Cl)cc1 (centres undefined) | 0% |
| COCCn1c(=O)c(CCc2ccccc2)nc2cnc(Oc3ccccc3)nc21 | 1% |
| CN1CCN(Cc2ccc(OCc3ccccc3)cc2)CC1 | 4% |
| COc1cc2[nH]c(=S)n(CCCN3CCOCC3)c(=O)c2cc1OC | 0% |
| COc1ccccc1N1CCN(Cc2cccc(OC)c2OC)CC1 | -6% |
| COCCn1c(=O)c(-c2ccc(Cl)cc2)nc2cnc(Oc3cccc(Cl)c3)nc21 | 0% |
| CN(C)C(=O)c1ccccc1-c1ccccc1 | -5% |
| Cc1nc2cnc(Nc3ccccc3)nc2n(C)c1=O | 1% |
| O=C(Nc1cccnc1)C1(c2ccccc2)CCCC1 | -2% |
| COc1cccc(CNC(=O)C2CCCN(c3nn4c(=O)cc(C)nc4s3)C2)c1 (centres undefined) | -2% |
| C=CCN1CCN(C(c2ccccc2)c2nnnn2CCC(C)C)CC1 (centres undefined) | 5% |
| O=c1[nH]c(=O)c2nc3ccccc3nc2[nH]1 | -2% |
| Cc1ccc(C)c(NC(=O)C2CC(Cl)=CCC2C(=O)O)c1 (centres undefined) | 0% |
| CCN1C(=O)c2cccc3cccc1c23 | -1% |
| O=C(CSc1nnc(CN2CCOCC2)n1-c1ccc(Cl)cc1)Nc1cc(Cl)ccc1O | -3% |
| COC(=O)COC(=O)c1ccc(O)cc1 | 7% |
| CCCCn1c(NCc2ccccn2)nc2ccccc21 | 1% |
| N#CC1=C2SCC(O)(c3ccccc3)N2C(=O)CC1c1cccs1 (centres undefined) | 2% |
| Cc1cc(C(=O)OCC(=O)N2CCOCC2)c2ccccc2n1 | -3% |
| COC(=O)Cn1c(=NC(=O)CSC(C)=O)sc2ccccc21 | 4% |

Next part
| mol | AmpC inh det |
| --- | --- |
| Cc1ccc(S(=O)(=O)N[C@@H](CC(C)C)C(=O)NCc2ccco2)cc1 | 10% |
| CCc1cc2c(=O)c(-c3nc4ccccc4n3C)c(C)oc2c(CN2CCN(C)CC2)c1O | -3% |
| CCCCO | 8%&12% |
| CSC(=NC1CCCCC1)NS(=O)(=O)c1ccccc1 | -3% |
| O=C(c1cnccn1)N1CCC2(CCN(Cc3cc(C(F)(F)F)cc(C(F)(F)F)c3)CC2)CC1 | 19% |
| COc1ccc(CC(=O)N2CCN(c3ccccn3)CC2)cc1 | -1% |
| COC(=O)c1ccccc1NC(=O)COc1ccccc1 | 3% |
| CCCCN(CC)Cc1ccc(CNC(=O)Nc2ccc(OC)cc2OC)o1 | -3% |
| CCCCCOC(=O)c1ccccc1C(=O)O | -2% |
| CCCC(=O)C1C(=O)CC(C)(C)C(c2cc(C)no2)C1=O (centres undefined) | -2% |
| COc1ccc(N2CSC3=C(C#N)C(c4cccs4)CC(=O)N3C2)cc1 (centres undefined) | -6% |
| CCN(CC)S(=O)(=O)c1ccc(Cl)c(C(=O)NCC2CCCO2)c1 (centres undefined) | -1% |
| CC(=O)Nc1ccc(OC(=O)N(C)C)cc1 | 8% |
| CC(C)C(C(=O)Nc1nccs1)c1ccccc1 (centres undefined) | -2% |
| CCn1c(=N)n(CC(=O)c2cccc(OC)c2)c2ccccc21 | 16% |
| CCn1c(=O)cc(OCC(=O)N2CCN(c3cccc(C(F)(F)F)c3)CC2)c2ccccc21 | -8% |
| CCN(CC)CCO[C@H]1CC[C@@]2(C)C(=CC[C@@H]3[C@H]2CC[C@]2(C)C(=O)CC[C@H]32)C1 | -2% |
| O=S(=O)(c1ccccc1)N1CCC2(CC1)CN(Cc1ccccc1)C2 | 0% |
| O=C(CCCc1nc(-c2ccccc2Cl)no1)NCc1cccnc1 | 13% |
| COc1ccc(C(=O)Nc2ncc3c(n2)CC(c2ccco2)CC3=O)cc1 (centres undefined) | -3% |
| CC(C)c1ccc2oc(-c3ccc(NC(=O)c4ncn[nH]4)cc3)nc2c1 | 0% |
| COC(=O)c1ccc(CSc2nnc(Nc3ccccc3OC)s2)o1 | -6% |
| COc1ccc(N2CCN(C(=O)CN(c3cccc(Br)c3)S(C)(=O)=O)CC2)cc1 | 0% |
| CCn1c(CCC(=O)Nc2cc(F)ccc2C)nc2cc(S(=O)(=O)N(C)C)ccc21 | -8% |
| CCCc1ccc(S(=O)(=O)NCCc2ccncc2)cc1 | -3% |
| N#CCCN1CCn2c1nc1ccccc12 | -2% |
| C=C(C)CC1Nc2ccccc2NC1CC(=C)C (centres undefined) | 2% |
| O=C(CSc1ccc2nnc(-c3cccnc3)n2n1)NCc1ccc2c(c1)OCO2 | 10% |
| O=C(O)/C=C/C(=O)O | 11% |
| CS(=O)(=O)c1nc(-c2ccco2)cc(C(F)(F)F)n1 | 13% |

(list continues)
| mol | AmpC inh det |
| --- | --- |
| N#CC1=C2SCN(c3ccccc3)CN2C(=O)CC1c1ccccc1Cl (centres undefined) | 9% |
| CN(Cc1ccco1)c1ncncc1-c1ccccc1C(F)(F)F | 10% |
| Cc1nnc(NC(=O)CSc2nnc(Cc3cccn3C)n2-c2cccc(C(F)(F)F)c2)s1 | 8% |
| C#C[C@]1(O)CC[C@H]2[C@H]3CCC4=Cc5oncc5C[C@]4(C)[C@@H]3CC[C@]21C | 1% |
| CCOc1cccc(=O)c2c(C)n(C)c(C)c12 | -2% |
| Clc1ccc(CSc2nnc(-c3ccccn3)n2Cc2ccco2)c(Cl)c1 | -4% |
| COc1ccc(NC(=O)Nc2cc(C)ccc2OC)cc1 | 21% |
| CC1CCN(CC(O)COc2cccc(F)c2)CC1 (centres undefined) | 14% |
| COc1ccc(NC(=O)C2CCCN2C(=O)OCc2ccccc2)c(OC)c1 (centres undefined) | -5% |
| O=C(NCc1ccco1)NC12CC3CC(CC(C3)C1)C2 | 9% |
| COc1cccc(C2NC(=O)NC(C)=C2C(=O)Nc2ccc(C)cc2)c1 (centres undefined) | 10% |
| Nc1cccc2nsnc12 | 2%[5.75 µM] |
| CCOCCCNC(=O)C(c1ccc(Cl)cc1)N1CCC2(CC1)OCCO2 (centres undefined) | -2% |
| O=C(Oc1ccc2c3c(c(=O)oc2c1)CCCC3)c1ccco1 | 6% |
| Cc1ccccc1Cc1c(C)nc2ncnn2c1C | -1% |
| Fc1ccc([C@H]2CCNC[C@H]2COc2ccc3c(c2)OCO3)cc1 | 0% |
| CN(C(=O)c1ccc(NC(=O)c2cnccn2)cc1)C1CCCCC1 | 2% |
| CN(Cc1ccccc1)C(=O)CCNC(=O)Cn1cnc2ccccc2c1=O | -3% |
| Cc1ccc(OCC(O)Cn2c(=N)n(CCN3CCOCC3)c3ccccc32)cc1 (centres undefined) | -4% |
| CCN(CC)C(=O)CSC(=Nc1ccccc1F)NC#N | 1% |
| COc1ccc(-n2nnnc2SCC(=O)N2CCCC2)cc1OC | 0% |
| COc1ccc(C)cc1NC(=O)CN(c1ccc(F)cc1)S(C)(=O)=O | 8% |
| O=C(CS(=O)(=O)Cc1ccccc1)NCc1ccc2c(c1)OCO2 | -3% |
| O=C(O)c1ccccc1C(=O)N1CCN(c2cccc(Cl)c2)CC1 | -2% |
| COc1ccc(-c2ccc(-c3noc(C4CCCCC4)n3)c(OC)n2)cc1 | 2% |
| O=C(Nc1ccccc1)N1CCCC2(CCN(C(=O)c3csnn3)CC2)C1 | 1% |
| O=C(Nc1ccc2c(c1)OCO2)C1CCCN1C(=O)Nc1cccc(F)c1 (centres undefined) | 12% |
| COCCCNC(=O)c1ccc2nc3ccccc3c(=O)n2c1 | 4% |
| Cc1c(CN(C)CCc2ccccc2)c(=O)n(-c2ccccc2)n1C | -1% |
| O=C(c1ccc(CS(=O)(=O)c2ccccc2)o1)N1CCN(c2ncccn2)CC1 | 7% |

The list goes on (2 carried over from the part before).
| mol | AmpC inh det |
| --- | --- |
| Cc1c(CN(C)CCc2ccccc2)c(=O)n(-c2ccccc2)n1C | -1% |
| O=C(c1ccc(CS(=O)(=O)c2ccccc2)o1)N1CCN(c2ncccn2)CC1 | 7% |
| O=C(NCc1ccc2c(c1)OCO2)c1ccc(CN2CCOCC2)cc1 | -6% |
| O=C(COc1cnc2ccccc2n1)NCCC1=CCCCC1 | -2% |
| Cc1cc(C)c2[nH]c(=O)c(C(c3nnnn3C(C)(C)C)N3CCN(C(=O)c4ccco4)CC3)cc2c1 (centres undefined) | 10% |
| CCOC(=O)c1cnn2c(C(F)(F)F)cc(-c3ccco3)nc12 | -2% |
| CN(C(=O)c1cnccn1)c1nnc(-c2cccnc2)s1 | 14% |
| CN(C)Cc1ccccc1-c1ccc2ncnc(N3CCOCC3)c2c1 | 11% |
| COc1ccc2cc(C(=O)NCc3ccco3)c(=Nc3ccc(C(=O)O)cc3)oc2c1 | -6% |
| COc1ccc(C2/C(=C(/O)c3ccc4c(c3)CC(C)O4)C(=O)C(=O)N2CCN2CCOCC2)cc1 (centres undefined) | -2% |
| COC(=O)c1ccc(C2/C(=C(/O)c3ccc(OC(C)C)cc3)C(=O)C(=O)N2c2cc(C)on2)cc1 (centres undefined) | -2% |
| Cn1c(C(=O)N2CCN(c3ccccc3F)CC2)cc2c(=O)n(C)c3ccccc3c21 | 13% |
| CC1CC(C)CN(C(=O)c2cn(C)c3ccc(S(=O)(=O)N(C)C)cc3c2=O)C1 (centres undefined) | -1% |
| Cn1c(=O)oc2cc(S(=O)(=O)N3CCCC(C(=O)Nc4ccc5c(c4)OCCO5)C3)ccc21 (centres undefined) | 10% |
| O=C(O)CC1NC(=O)N(c2ccccc2)C1=O (centres undefined) | -6% |

Among those listed so far, these contain a thiophene ring, fused or not.
| mol | AmpC inh det |
| --- | --- |
| O=C(c1cc2c(s1)CCCC2)N1CCN(Cc2ccc3c(c2)OCO3)CC1 | 5% |
| N#CC1=C2SCC(O)(c3ccccc3)N2C(=O)CC1c1cccs1 (centres undefined) | 2% |
| COc1ccc(N2CSC3=C(C#N)C(c4cccs4)CC(=O)N3C2)cc1 (centres undefined) | -6% |

Molecules from the list above with bromine (2):
| mol | AmpC inh det |
| --- | --- |
| Cc1cccc(-c2nnc3n2N=C(c2ccccc2Br)CS3)c1 | -1% |
| COc1ccc(N2CCN(C(=O)CN(c3cccc(Br)c3)S(C)(=O)=O)CC2)cc1 | 0% |

These rows are one share of the data; count on the stated rates, not on these rows.
